Screening data from PubChem BioAssay.
PostGolgi yeast = growth inhibition of a yeast mutant, post-Golgi transport screen | post-Golgi transport phenotypic cell assay | inhibition, % at 10 µM | actives 0.9% (n = 98,000);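 note: yeast cells grown in 1536-well plates; yeast grown about 18 h at 30C before absorbance read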
PTPN22 inh 2 = blocks human PTPN22 phosphatase activity; AID 640; inhibition, % at 2 µM; Q9Y2R2; actives 0.21% (n = 96,000); recombinant LYP catalytic domain, DiFMUP fluorescence;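 active = inhibition at 2 µM at or above a set limit, the screen mean plus 3 SD, cut at about 24% in these data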;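 note: 0% = DMSO with enzyme and 100% = enzyme fully blocked by orthovanadate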
Rev-RRE block = disrupts HIV-1 Rev binding to RRE RNA | P05866 | Rev peptide-RRE RNA binding, FRET | inhibition, % at 8 µM | actives 0.79% (n = 97,000);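 active = inhibition above the screen-wide mean plus 3 SD, cut at about 35% in these data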;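 note: 0% = median DMSO wells and 100% = median Neomycin B control wells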
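Material: labelled RRE RNA duplex and labelled Rev peptide / Buffer or medium: HEPES pH 7.5 salt buffer with EDTA / Compound dosing: single point, 8 µM final nominal compound concentration / Benchmarks: DMSO low control, neomycin B high control / Timing: 5 min preincubation and 15 min binding, 25 °C / Technique: FRET fluorescence readout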
PostGolgi ctrl = yeast control strain growth, post-Golgi counter-screen; efflux-deficient yeast background strain, growth absorbance A615, 16 h; inhibition, % at 10 µM; actives 5% (n = 98,000); AID 738
S1P2 agonist = activates the human S1P2 receptor; O95136; S1P2-expressing cell line, agonist reporter read-out; activation, % at 4.5 µM; actives 0.46% (n = 97,000); in the data active = activation above about 16%;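 note: 0% = vehicle low control and 100% = maximal reference agonist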
LYP act = activators of human LYP (PTPN22) phosphatase | activation, % at 2 µM | AID 697 | Q9Y2R2 | actives 0.11% (n = 96,000) | recombinant LYP, DiFMUP fluorescence; 0 = plate median, 100 = signal doubled;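 active = activation at 2 µM above a set limit, the mean plus 5 SD, cut at about 37% in these data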
S1P2 blocker = S1P2 (human) receptor antagonism; cell-based S1P2 antagonist assay, inhibition at 5 uM; inhibition, % at 5 µM; actives 0.21% (n = 97,000); AID 736; in the data active = inhibition above about 45%;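 note: CRE beta-lactamase reporter cells expressing human S1P2 stimulated with S1P; 0% = agonist at EC80 alone and 100% = agonist plus reference antagonist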
FAK inh = FAK (human) kinase inhibition; Q05397; biochemical FAK kinase activity assay; inhibition, %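 (tested at 7 µM)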; actives 0.84% (n = 97,000); AID 727; in the data active = inhibition above about 19%;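 note: 0% = DMSO and 100% = reference compound high control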
Target sequence (Q05397 whole entry, looked up): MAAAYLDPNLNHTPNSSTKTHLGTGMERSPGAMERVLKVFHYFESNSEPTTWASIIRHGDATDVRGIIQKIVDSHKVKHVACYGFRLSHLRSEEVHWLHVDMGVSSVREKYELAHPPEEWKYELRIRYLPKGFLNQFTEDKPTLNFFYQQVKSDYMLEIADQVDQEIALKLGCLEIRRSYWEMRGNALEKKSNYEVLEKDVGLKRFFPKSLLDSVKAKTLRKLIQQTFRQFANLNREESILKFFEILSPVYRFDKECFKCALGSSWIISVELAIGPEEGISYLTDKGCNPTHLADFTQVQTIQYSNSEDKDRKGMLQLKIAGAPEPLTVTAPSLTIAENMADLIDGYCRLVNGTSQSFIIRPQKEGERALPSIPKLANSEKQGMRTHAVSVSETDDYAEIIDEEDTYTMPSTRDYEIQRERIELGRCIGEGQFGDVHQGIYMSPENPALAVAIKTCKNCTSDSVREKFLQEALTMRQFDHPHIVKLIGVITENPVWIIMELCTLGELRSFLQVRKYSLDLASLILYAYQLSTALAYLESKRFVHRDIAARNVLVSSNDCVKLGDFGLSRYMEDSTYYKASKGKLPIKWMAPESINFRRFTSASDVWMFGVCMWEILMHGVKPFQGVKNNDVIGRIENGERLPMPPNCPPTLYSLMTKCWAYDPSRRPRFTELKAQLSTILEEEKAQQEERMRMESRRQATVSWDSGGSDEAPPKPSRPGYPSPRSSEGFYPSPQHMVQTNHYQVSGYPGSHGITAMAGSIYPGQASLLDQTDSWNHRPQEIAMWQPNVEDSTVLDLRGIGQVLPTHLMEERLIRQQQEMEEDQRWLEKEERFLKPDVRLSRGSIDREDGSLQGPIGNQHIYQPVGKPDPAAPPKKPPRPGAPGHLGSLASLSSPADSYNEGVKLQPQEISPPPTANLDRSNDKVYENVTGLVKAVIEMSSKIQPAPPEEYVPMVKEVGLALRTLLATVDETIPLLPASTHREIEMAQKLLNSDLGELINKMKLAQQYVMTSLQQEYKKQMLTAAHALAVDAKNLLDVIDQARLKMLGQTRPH
EphB4 antag = blocks human EphB4 binding to ephrin-B2. P54760. EphB4 LBD / TNYL-RAW-Alexa532 peptide, fluorescence polarization. inhibition, % at 7 µM. actives 0.15% (n = 97,000);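 active = inhibition above the screen-wide mean inhibition plus 3 SD, cut at about 15% in these data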;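 note: 0% = DMSO wells and 100% = excess unlabeled TNYL-RAW peptide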
Starred values were filed as active, the others as inactive; nt = no result given. Cut-off read from the data, not from the text of the source, unless noted: active = inhibition above about 30%; inactive = the rest.

molecule	PostGolgi yeast	PTPN22 inh 2	Rev-RRE block	PostGolgi ctrl	S1P2 agonist	LYP act	S1P2 blocker	FAK inh	EphB4 antag
Cc1cc(Nc2ccccc2Cl)n2nnnc2n1	1	6	3	19	0	-6	-1	0	-4
NC(=O)C1CCN(C(=O)CN2CCc3ccccc32)CC1	21	-20	0	27	-2	20	-16	1	1
CC[n+]1c(/C=C2\C=C(C)CC(C)(C)C2)sc2ccccc21	-3	7	4	12	-4	-6	14	-2	8
CCOC(=O)C1=C(C)OC(N)=C(C#N)C1c1ccc(O)c(OC)c1 (stereo not drawn)	0	-8	1	-3	-6	3	-18	0	-3
Cc1ccc(S(=O)(=O)N2CCCC2C(=O)NCCc2nc3ccccc3[nH]2)cc1 (stereo not drawn)	nt	0	-7	nt	-6	0	-2	-1	-2
CC(C)n1c(SCC(N)=O)nc2c1c(=O)[nH]c(=O)n2C	-4	12	6	13	-3	-11	-16	-2	-1
COc1ccc2c(-c3cccnc3)cc(=O)[nH]c2c1	3	2	10	19	-2	4	20	4	5
Cc1cc(C(=O)CSc2nnnn2C)c(C)n1CCc1ccc(Cl)cc1	-4	10	-4	-12	-1	-13	1	-3	-4
Cc1ccc(CO/N=C\Cc2snc(Sc3ncc(C(F)(F)F)cc3Cl)c2C#N)cc1	-5	6	60*	15	-3	-7	-5	0	1
O=C1c2ccccc2C(=O)N1CCCN1CCN(CCCN2C(=O)c3ccccc3C2=O)CC1	nt	-5	-1	nt	-5	5	-3	5	-5
O=C(CN1C(=O)NC2(CCCc3ccccc32)C1=O)N1CCc2ccccc2C1 (stereo not drawn)	-3	-6	4	2	-3	5	18	8	5
COc1ccc(C(NC(=O)c2ccco2)c2ccc(OC)c(OC)c2)cc1OC	4	-14	3	0	-1	12	-16	-1	-5
Cc1ccsc1C(=O)Nc1ccc(C(=O)O)cc1	0	3	1	-6	1	-4	4	0	-3
Cc1oc(C(C)(C)C)cc1C(=O)Nc1cccc(/C=C/C(=O)O)c1	-4	-6	-3	10	-3	10	-11	-2	-7
CC(NC(=O)c1cn(C)c2ccc(S(=O)(=O)N3CCCC3)cc2c1=O)c1ccc2c(c1)OCCO2 (stereo not drawn)	0	8	-5	10	-3	-2	11	-2	0
Cn1c(=O)oc2cc(S(=O)(=O)N3CCC(C(=O)N4CC=C(c5ccccc5)CC4)CC3)ccc21	-3	-4	1	6	-4	4	15	-2	-8
O=C(OCn1ncc(Br)c(Br)c1=O)c1ccccc1Cl	108*	-7	3	34*	-5	6	51*	-1	-1
CC(C)(C)c1ccc(OC2=CS(=O)(=O)c3ccccc32)cc1	-10	-3	17	22	-6	2	-1	0	4
Cc1cccnc1NC(=S)NC(=O)/C=C/c1ccco1	-2	7	3	1	1	-6	-16	1	-8
O=C(Nc1nnc(COc2ccccc2)s1)C1CCN(S(=O)(=O)c2ccc(Cl)cc2)CC1	0	-6	9	10	-3	3	-14	-1	-1
O=[N+]([O-])c1c(NCCCO)cc(Sc2nc3ccccc3s2)c2nonc12	0	-5	3	-1	0	3	27	1	5
CN1C(CC(=O)c2ccccc2)CCCC1CC(O)c1ccccc1 (stereo not drawn)	-1	-3	-3	3	-2	1	-13	1	2
COc1ccc2c(c1)[nH]c1c(=O)n(CCN3CCCC3)cnc12	-6	10	2	1	-9	-10	7	5	4
Cc1oc(-c2ccc(Cl)cc2)nc1CN1CCCC(C(=O)N2CCN(C(=O)c3ccco3)CC2)C1 (stereo not drawn)	-1	nt	5	7	-4	nt	22	2	-2
Cc1noc(C)c1COC(=O)CCc1nc2ccccc2c(=O)[nH]1	-2	3	2	-2	-8	-5	-7	5	-7
COc1cc([N+](=O)[O-])ccc1NC(=O)CCCOc1cccc(C)c1	-11	9	17	17	-7	-4	13	1	8
O=C(C1CCCN(S(=O)(=O)c2cccc3cccnc23)C1)N1CCc2ccccc21 (stereo not drawn)	5	-14	0	18	-2	11	4	0	4
Cc1nc(-c2ccc(NC(=O)c3cccs3)cc2)cs1	-1	-2	5	-1	6	-2	-9	6	-1
Cc1ccc(C)c(S(=O)(=O)NCc2ccc(C(=O)N3CCN(C)CC3)cc2)c1	0	-4	7	-4	-4	-1	-9	-2	-3
O=C(CSc1nnc(COc2ccc(Cl)cc2)n1Cc1ccco1)c1ccccc1F	10	-7	8	-1	-8	4	12	1	5
COc1cc2c(cc1OC)C(c1ccc(-c3ccccc3Cl)o1)=NCC2	21	11	26	11	37*	-9	-80	7	1
CO/N=C/c1ccc(N2CCN(C(=O)c3cccc(C(F)(F)F)c3)CC2)c([N+](=O)[O-])c1	-26	nt	9	9	-8	nt	17	-3	3
O=C(NCCc1ccccc1)c1ccc(=O)[nH]c1	-3	4	11	7	-8	-7	19	2	0
Cc1ccc(Cl)cc1N1CCN(C(=O)c2cc3c(=O)n(C)c4ccccc4c3n2C)CC1	-8	-14	5	45*	-3	11	4	1	2
CC(=O)c1ccc(NC(=O)CN2C(=O)COc3ccc(Cl)cc32)cc1	-2	3	6	8	-4	-6	4	1	2
CCSc1nnc(NC(=O)C(Cc2ccccc2)n2cccc2)s1 (stereo not drawn)	-1	-4	7	10	-6	1	15	0	-3
Cc1ccc(-c2nnn(CC(=O)N(Cc3ccccc3)C(C(=O)NC3CCCC3)c3ccncc3)n2)o1 (stereo not drawn)	-13	-2	2	3	-2	0	11	2	-4
COc1cc(C(=O)NCCC(=O)NCCN2CCOCC2)cc(OC)c1OC	8	3	4	7	-7	-5	-6	-2	2
Cc1ccc(C)c(NC(=S)NC(NC(=O)Cc2ccccc2)C(Cl)(Cl)Cl)c1 (stereo not drawn)	2	1	13	-5	1	1	25	1	-3
Cc1ccc(SCc2[nH]nc3c2C2(C(=O)Nc4ccc(F)cc42)C(C#N)=C(N)O3)cc1 (stereo not drawn)	-6	7	10	-4	-8	-6	-5	1	4
Cc1ccc(-c2nc(-c3cccnc3)no2)c(C)c1	4	-12	10	5	-3	6	-10	1	-6
COc1cccc(-n2nc3c(-n4ncc(C#N)c4N)nnc(C)c3c2C)c1	nt	-1	6	nt	-5	2	0	0	2
Cn1c(SCc2nc(-c3ccccc3)no2)nnc1-c1cccs1	nt	-18	4	nt	0	15	-3	-1	0
C=C(Cl)COC(=O)[C@H]1C2C=CC(C2)C1C(=O)O (stereo partly drawn)	2	10	4	21	1	-6	0	-5	2
CCOC(=O)CCn1nc(-c2ccc(Cl)cc2)cc1N	3	-4	0	4	0	3	3	-2	-4
Oc1ccccc1/C=N/n1c2ccccc2c2ccccc21	3	-3	4	4	-9	5	17	-6	4
COc1cccc(C(CC(=O)Nc2cccc3ccccc23)NC(=O)c2ccccc2)c1 (stereo not drawn)	-9	-26	5	1	-7	21	5	1	-10
Nc1c(S(=O)(=O)c2ccccc2)cnc2c(-c3ccc(F)cc3)cnn12	3	-6	6	-7	-1	10	9	-10	-2
CC(C)NC(=O)c1nc2ccccc2s1	-2	0	4	1	-3	-1	-7	1	-7
COC(=O)Cc1c(C)c2ccc(OCC(=O)N(C)C)cc2oc1=O	3	9	6	2	-4	-10	5	-2	3
c1n[nH]c(NC2=NCCC2)n1	5	-1	10	3	-6	0	-4	0	6
CCOC(=O)c1sc2ncn(CC(=O)N(CC)CC)c(=O)c2c1C	3	7	0	6	-4	-6	-7	-2	3
CCOc1cccc(CN2CCN(c3cccc(C(F)(F)F)c3)CC2)c1O	0	-14	10	12	-7	8	-7	-1	4
NS(=O)(=O)c1ccc(CCNC(=O)Nc2ccc(Cl)c(Cl)c2)cc1	-5	8	5	1	-6	-6	5	4	-2
Cc1n[nH]c(C)c1CCc1nc2c3ccccc3nc(SCC(N)=O)n2n1	0	3	3	-1	-1	-6	9	0	7
Nc1ccc2nc(CN3CCOCC3)[nH]c2c1	2	0	8	1	-2	0	-2	0	1
O=C(Nc1cccnc1)c1cc(-c2ccccc2)on1	nt	-5	2	nt	-3	2	-8	-3	6
COC(=O)CC(NC(=O)c1ccc(C)cc1)c1ccc2c(c1)OCO2 (stereo not drawn)	7	14	4	-5	-4	-13	-6	1	-2
O=C(NC1CCCCC1)c1ccc(CN2CCOCC2)cc1	10	-14	-1	5	-4	15	-17	-2	5
CCSc1nc(C(F)(F)F)cc(=O)n1-c1ccccc1	-11	-7	6	-5	-5	10	-1	-1	-1

Pulled by structure from the entries so far:
molecule	PostGolgi yeast	PTPN22 inh 2	Rev-RRE block	PostGolgi ctrl	S1P2 agonist	LYP act	S1P2 blocker	FAK inh	EphB4 antag
COc1cccc(-n2nc3c(-n4ncc(C#N)c4N)nnc(C)c3c2C)c1	nt	-1	6	nt	-5	2	0	0	2
Cc1ccc(C)c(S(=O)(=O)NCc2ccc(C(=O)N3CCN(C)CC3)cc2)c1	0	-4	7	-4	-4	-1	-9	-2	-3
CO/N=C/c1ccc(N2CCN(C(=O)c3cccc(C(F)(F)F)c3)CC2)c([N+](=O)[O-])c1	-26	nt	9	9	-8	nt	17	-3	3
COc1cc(C(=O)NCCC(=O)NCCN2CCOCC2)cc(OC)c1OC	8	3	4	7	-7	-5	-6	-2	2
Cc1oc(C(C)(C)C)cc1C(=O)Nc1cccc(/C=C/C(=O)O)c1	-4	-6	-3	10	-3	10	-11	-2	-7

(further entries)
molecule	PostGolgi yeast	PTPN22 inh 2	Rev-RRE block	PostGolgi ctrl	S1P2 agonist	LYP act	S1P2 blocker	FAK inh	EphB4 antag
Cc1ccc2c(c1)NC(=O)CC(c1ccccc1)=N2	nt	-3	1	nt	-5	3	-1	6	-6
Cc1ccc(-c2ccc(SCC(=O)Nc3nonc3C)nn2)cc1	-4	6	1	2	-1	-2	-3	8	-5
CCCN(CCC)c1nc2ccccc2nc1C(C#N)C(=O)OC(C)COC (stereo not drawn)	3	-5	21	18	1	2	-5	9	10
Cc1ccc(-c2noc(CCC(=O)Nc3ccc(C)cn3)n2)cc1	3	-10	0	4	0	9	-13	2	-5
COC(=O)c1ccccc1NC(=O)C1CCN(S(=O)(=O)c2cc(C)ccc2OC)CC1	-5	6	11	13	-4	-10	-33	2	0
Cc1n[nH]c(C)c1S(=O)(=O)N1CCCC(C(=O)NC2CCCc3ccccc32)C1 (stereo not drawn)	-1	-7	7	5	-5	4	5	-10	7
O=C(C1CC1)N1CCc2cc(S(=O)(=O)NCC3COc4ccccc4O3)ccc21 (stereo not drawn)	1	4	7	22	-5	-6	-8	-2	-1
CC(NC(=O)Cn1c(=O)[nH]c2ccsc2c1=O)C12CC3CC(CC(C3)C1)C2 (stereo not drawn)	-3	9	3	6	-12	-10	-4	2	3
COc1ccc(S(=O)(=O)NCc2cccs2)cc1	1	0	-10	2	-1	-1	6	-2	10
CCOc1ccccc1NC(=O)C1CCCCN1S(=O)(=O)c1ccc(F)cc1 (stereo not drawn)	-6	-6	17	26	-1	3	-1	0	-5
OCC(CO)(CO)n1cnnn1	-13	3	9	-7	-10	-4	11	-1	1
CN(C(=O)c1ccno1)c1nnc(-c2cnccn2)s1	7	-3	7	-2	0	-1	-16	-3	-7
COc1ccc(C(=O)c2ccc(OC)c(OC)c2)cc1	-1	-2	11	10	-1	2	-28	-2	5
Cc1[nH]c2c(ccc3ccccc32)c1C1C(CCN)C1(C)C (stereo not drawn)	6	6	-2	11	-4	-3	13	2	-11
CC(=O)Oc1ccc(C(=O)Nc2nnc(C)s2)cc1	30*	-1	3	2	1	0	-11	3	-1
Brc1ccc(-c2cn3ccccc3n2)s1	5	3	-1	19	-3	-2	-20	1	-2
Cc1sc2nc(SCC(=O)NCc3ccco3)n(-c3ccccc3)c(=O)c2c1C	5	3	0	8	-7	-4	15	-41	-12
